WT yeast gro inh = growth inhibition of WT strain, primary screen, mitochondrial fusion inhibitor project, WT and mutant strains, chemical genetic | 190,000 compounds, 2.1% hits | mitochondrial fusion phenotypic screen | inhibition, % at 10 µM; in the data active means inhibition above about 58%; tested in S. cerevisiae
Autophagy mod = autophagy modulators in MEF cells, primary screen, imaging, high-content, MEF GFP-LC3; MEF GFP-LC3 puncta imaging; test concentration mostly 10 µM; calls only at 10 µM (by protocol); 190,000 compounds, 0.98% hits; AID 463193, 2010;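 active means percentage of spot-positive cells more than 3 SD above its plate mean, without a fluorescence outlier flag or 80% toxicity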;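 further: spot-positive cell cutoff set from DMSO-treated cells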
Hep lipid drop = inhibitors of hepatocyte lipid droplet formation, primary screen, imaging, high-throughput imaging, BODIPY stain. inhibition, % at 6.5 µM. 240,000 compounds, 0.4% hits. AID 1656, 2009. AML12 mouse hepatocytes, oleate lipid droplets;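 active means lipid droplet intensity inhibited by at least 50%, with more than 500 cells counted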
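material = mouse AML12 hepatocyte cell line, fixed after treatment | also added = 100 µM oleic acid challenge | doses = compound at 6.5 µM only | schedule = overnight exposure | technique = Image-based BODIPY and DAPI two-channel analysis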
Ins promoter up = insulin promoter activators in MIN6 cells, imaging, high-content screening, mouse beta cells | MIN6 insulin promoter-GFP reporter; stronger effect = higher value | z-score at 5 µM | 190,000 compounds, 0.3% hits | AID 1625, 2009;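 active means z-score above 3 at 5 µM with at least 500 cells counted in the well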
XIAP antagonists = XIAP antagonists, biochemical, IAP family, fluorescence polarization (AID 1018); E3 ubiquitin-protein ligase XIAP (Homo sapiens); XIAP BIR domain, fluorescence polarization peptide displacement; higher % means a stronger effect; displacement, % at 20 µM; hits with a dose series show IC50 in µM; 200,000 compounds, 0.007% hits; in the data active means displacement above about 50%; further: a part of the inactive calls stands beside numbers as strong as those of hits
CSM14.1 death rescue = rescue of cells from ER stress-induced death, primary screen, 384-well, CSM14.1, thapsigargin, ATP luminescence (AID 1222). CSM14.1 thapsigargin-induced death rescue, ATP luminescence; higher % means a stronger effect. cellular ATP content (survival), % at 20 µM, or EC50 in µM where a hit was titrated. 190,000 tested, under 10 active;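 active means EC50 below 50 µM in the dose-response confirmation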;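 further: death triggered by thapsigargin at about 15 µM added after 2 h compound pretreatment; cell ATP read after overnight thapsigargin exposure of roughly 18 to 22 hours; normalized against plate controls of thapsigargin alone and 5% DMSO vehicle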
bCat nuc transl = modulators of beta-catenin nuclear translocation, primary screen, imaging, HeLa cells, immunofluorescence, high-content; nuclear translocation activity, % at 5 µM; 190,000 compounds, 0.3% hits; AID 1665, 2009;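 active means nuclear translocation activity above 50% at 5 µM, with a well cell count of 50 or more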;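 further: per-cell ratio of nuclear to cytoplasmic median beta-catenin stain intensity; plate controls were DMSO negative control for no effect and GSK-3 inhibitor IX positive control for full effect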
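Read-out: Nuclear/cytoplasmic beta-catenin signal ratio, % activation | Assay system: Human HeLa cell line | Times: 24 h compound exposure at 37°C, 5% CO2 | Signal: Fluorescence imaging of beta-catenin antibody stain plus DAPI | Dosing: 5 µM primary, 0.02–20 µM confirmation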
MT stabilizer = microtubule stabilizers in HeLa cells, primary screen, imaging, high-content imaging | HeLa tubulin immunostaining HCS, 24 h; share of cells brighter than vehicle mean+2SD | % tubulin-high responders, % at 10 µM | 200,000 compounds, 0.83% hits;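 active means plate Z-score above 3 for both tubulin-high and condensed-nucleus cell shares, with cell loss under 80%, at 10 µM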;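 further: anti alpha tubulin signal scored within the nucleus-defined area of each cell; some results filed as inactive read as strong as hits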
Dynein transport = inhibitors of GR-EGFP nuclear translocation, primary screen, dynein cargo transport inhibitor project, imaging, high-content, 3617.4 mouse cells; test concentration mostly 20 µM; stimulated with dexamethasone, 1 µM; stronger effect = lower value; 220,000 compounds, 0.47% hits; z-score, hits read low;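 active means plate z-score of nuclear minus cytoplasmic receptor signal below a set negative limit, without overly bright fluorescence or cell loss, cut at about -3.5 in these data, passing the limit was not always enough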;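 further: z-score of nuclear minus cytoplasmic ring GR-EGFP intensity difference per well; some compounds called inactive have numbers as strong as hits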
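Buffer or medium – tet-free medium with charcoal-stripped serum · Signal – automated 10x imaging of fixed Hoechst-stained cells · Also added – dexamethasone agonist, 1.0 µM final, for 30 min · Incubation – induction 48 h, compound 1 h, agonist 30 min · Read-out – GR-EGFP nuclear translocation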
WT yeast gro inh mutant strain = second read-out of WT yeast gro inh, no call of its own (marks repeat the call); inhibition, %; mitochondrial fusion phenotypic screen, mutant strain inhibition
Dynein transport cytoplasmic EGFP = recorded beside Dynein transport, whose call it bears; z-score; measured here: cytoplasmic GR-EGFP intensity; stronger effect = higher value
Dynein transport nuclear GR-EGFP = further read-out of Dynein transport, marked with its call; z-score; measured here: nuclear GR-EGFP intensity;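 lower value marks the stronger effect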
Dynein transport cell count = further read-out of Dynein transport, marked with its call; z-score; measured here: cell count per field
Ins promoter up cell count = also measured in Ins promoter up; calls as there; cell count; measured here: cytotoxicity, nuclei count;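 total cells summed across four imaged fields per well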
Hep lipid drop cells 6.5 µM = recorded beside Hep lipid drop, whose call it bears; cell count; measured here: cell count, cytotoxicity flag;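 cells counted across two imaged fields per well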
bCat nuc transl cell count 5 µM = also measured in bCat nuc transl; calls as there; cell count; measured here: cell count, cytotoxicity flag
MT stabilizer Hoechst-high % = second read-out of MT stabilizer, no call of its own (marks repeat the call); % Hoechst-high responders; measured here: nuclear condensation Hoechst responders;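 share of cells brighter than vehicle mean plus two SD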
MT stabilizer cytotoxicity % = also measured in MT stabilizer; calls as there; toxicity, %; measured here: cytotoxicity by cell density;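 0% = mean cell density of plate MIN control wells and 100% = no cells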
Autophagy mod cell loss 18 h = further read-out of Autophagy mod, marked with its call; toxicity, %; measured here: cell loss, nuclei count;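 cell loss after 18 h compound exposure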
* marks the source's active call; other numbers are inactive results; i = inactive; . = no result given.

SMILES	WT yeast gro inh	WT yeast gro inh mutant strain	Autophagy mod	Autophagy mod cell loss 18 h	Hep lipid drop	Hep lipid drop cells 6.5 µM	Ins promoter up	Ins promoter up cell count	XIAP antagonists	CSM14.1 death rescue	bCat nuc transl	bCat nuc transl cell count 5 µM	MT stabilizer	MT stabilizer Hoechst-high %	MT stabilizer cytotoxicity %	Dynein transport	Dynein transport cytoplasmic EGFP	Dynein transport nuclear GR-EGFP	Dynein transport cell count
COCC(=O)NCCc1nc2ccccc2[nH]1	-5	-3	i	-11	22	672	-0.62	1965	-0.5%	-2.8%	-0.1	1065	3.5	2.2	1.6	-0.42	-0.22	0.075	0.63
CSc1ccccc1C(=O)C1CCCN(S(=O)(=O)N(C)C)C1 (stereo not drawn)	6	0	i	3	-11	692	-0.32	1473	-4.2%	-2.5%	-2.3	1033	2.2	0.6	2.3	2.2	-0.1	1.9	-1.7
O=C(c1ccc(Cl)cc1)c1c[nH]c(C(=O)NNc2ccccc2)c1	11	16	i	-27	8	677	-0.67	1483	-3.3%	-0.3%	-2.0	1114	4.0	2.3	1.0	1.9	-0.23	1.6	-0.69
NC(=O)c1ccc(Cl)c2ccccc12	.	.	.	.	-4	724	-0.44	1338	.	.	2.3	1026	.	.	.	0.24	-0.13	0.051	0.22
Cc1cc(C)n(C(=O)c2ccc(C)c(S(=O)(=O)N3CCOCC3)c2)n1	-8	6	i	7	.	.	.	.	-4.0%	-0.2%	-0.3	1171	2.4	1.7	4.0	0.72	0.16	1.3	-0.36
Cc1cccc(OCC(=O)Nc2ccc(N3CCN(S(C)(=O)=O)CC3)cc2)c1C	-7	-12	i	6	.	.	0.17	1364	-2.8%	-1.3%	0.9	1467	9.2	4.7	2.3	-0.49	0.048	0.11	0.043
CCN1C(=O)c2cccc3c(S(=O)(=O)NCC4CCCO4)ccc1c23 (stereo not drawn)	.	.	.	.	1	680	2.9	1104	.	.	-1.1	1359	.	.	.	-0.58	-0.25	-0.29	1.1
CN(C)C(=O)N1CCC(C(=O)NCc2ccccc2)CC1	5	16	i	7	13	720	-0.95	1221	-1.8%	-1.5%	.	.	3.2	3.4	6.6	-0.42	-0.17	0.17	1.4
CC(C(=O)NCCCN1CCOCC1)n1cccc1C(=O)c1ccccc1 (stereo not drawn)	-20	-12	i	-2	-20	715	-0.23	1232	-8.2%	0.0%	1.3	836	3.2	2.9	4.8	-0.012	-0.11	-0.0094	0.65
Cc1ccc(-n2c(COc3cccc(C)c3)n[nH]c2=S)cc1	57	7	i	0	-10	716	-0.31	1464	-6.9%	0.0%	-0.3	969	2.0	2.2	9.5	-0.59	-0.39	-0.3	1.9
Cc1ccc(N2CC(C(=O)Nc3ccc(S(=O)(=O)Nc4nccc(C)n4)cc3)CC2=O)cc1 (stereo not drawn)	-11	-17	i	-7	-8	597	.	.	-7.6%	-0.8%	-0.2	1479	3.2	1.3	8.1	-0.6	-0.27	0.11	0.5
COc1ccc(C)cc1NS(=O)(=O)c1cc(C)ccc1C	-45	-40	i	-5	2	796	.	.	-1.0%	-0.2%	.	.	1.5	0.8	8.4	0.091	-0.26	-0.18	0.41
CCCCNCc1ccc(OCc2ccc(Cl)nc2)c(OC)c1	.	.	.	.	10	733	0.57	1111	.	.	2.7	1327	.	.	.	-0.53	-0.26	-0.36	0.76
Cc1nc2ccc(NC(=O)c3sccc3C)cc2s1	.	.	i	-1	.	.	-0.08	1338	-5.0%	-2.8%	2.9	1452	3.6	1.9	4.7	-0.87	-0.16	-0.25	0.0061
O=[N+]([O-])c1ccc(Cl)c(/C=N/NC(=S)Nc2ccccc2)c1	0	37	i	30	.	.	.	.	3.6%	-3.7%	.	.	1.9	1.7	7.2	-0.89	3	0.68	0.23
CCC1(CC)Cc2ccccc2C(CC(=O)N2CCOCC2)=N1	-2	6	i	34	0	776	-0.86	923	-3.4%	0.4%	.	.	1.9	1.1	1.8	1.3	0.14	1.3	-1.5
CCCCn1c(=O)cc(N2CCOCC2)[nH]c1=O	14	3	i	-2	7	649	-0.69	1924	-3.0%	-2.2%	-0.1	1106	5.0	1.1	6.4	0.16	-0.19	0.35	-1.1
Cc1cc(NS(=O)(=O)c2ccc(N3C(=O)C4C5C=CC(C5)C4C3=O)cc2)nc(C)n1 (stereo not drawn)	-22	-1	i	20	6	560	1.1	1591	-1.0%	2.2%	-1.2	1132	4.0	3.0	5.8	-0.14	-0.25	-0.13	0.017
CCOc1cc(Cl)c(S(=O)(=O)NCc2ccccn2)cc1Cl	-7	-55	i	42	-7	775	-0.62	916	0.2%	-4.2%	-1.1	1193	2.3	0.8	5.1	1.6	0.55	1.7	-2.4
CCC(CO)n1c(SCc2cc(=O)oc3cc(C)ccc23)nc2ccccc2c1=O (stereo not drawn)	-11	1	i	3	-5	754	-0.37	852	-24%	-1.1%	-6.3	1231	1.4	1.1	3.4	-0.24	-0.098	-0.11	0.59
COc1cccc(-c2nn(C)c3sc(C(=O)NCc4ccc5c(c4)OCO5)cc23)c1	13	-10	i	11	.	.	-0.23	1079	6.1%	2.0%	.	.	7.2	2.5	7.8	-0.93	-0.21	-0.51	0.68
Cc1occc1-c1nnc(SCC(=O)NCc2ccc3c(c2)OCO3)n1CC(C)C	-4	1	i	14	.	.	-0.47	822	-8.0%	0.1%	-4.3	940	1.8	1.7	5.8	-0.95	-0.21	-0.29	0.44
Cc1ccc(C)c(NC(=S)N2CCCCCC2)c1	1	-11	i	-4	6	744	.	.	-2.0%	-0.6%	1.5	973	0.6	1.7	4.1	.	.	.	.
O=C(Nc1ccccc1)Nc1nnc(CSCc2ccccc2Cl)s1	14	7	i	5	-13	586	-0.42	1339	-7.0%	0.4%	0.0	1141	4.9	1.6	0.4	0.4	-0.24	0.74	-1.1
COC(=O)CCC(=O)N1CCCC(CO)(Cc2ccccc2C)C1 (stereo not drawn)	3	-7	i	6	-4	511	0.19	1059	-5.4%	-0.2%	0.1	1505	2.9	2.2	0.8	-0.82	-0.16	-0.48	-0.23
CC(C)=CCN1CCN(CCC2=C(C)CCCC2(C)C)CC1CCO (stereo not drawn)	15	17	i	21	-4	623	-0.55	1324	-3.8%	-1.7%	4.5	1050	5.3	2.4	3.5	-1	-0.27	-0.67	1.1
CN(CCCNC(=O)CN1C(=O)CC(C)(C)S(=O)(=O)c2ccccc21)C1CCCCC1	-8	4	i	-1	-34	795	3*	1008*	-5.6%	-2.0%	.	.	3.3	2.6	7.9	0.68	-0.13	0.47	0.12
O=S(=O)(c1ccccc1)N1CCC2(CC1)CO2	6	2	i	11	0	764	0.87	1428	-2.7%	1.8%	-0.7	874	4.5	2.2	0.7	-0.85	2.9	-0.00023	0.35
Cc1nn(C(=O)c2ccc3c(c2)OCO3)c(N)c1-c1ccccc1	63	73	.	.	27	669	0.07	1866	-4.8%	-4.0%	-2.3	1087	5.6	2.4	3.9	-0.17	-0.23	0.17	0.056
Cc1cc(C)nc(Sc2ccc3nnnn3n2)n1	-6	0	i	-62	.	.	0.12	1289	-6.6%	-0.6%	-4.6	961	2.2	2.5	5.6	0.63	-0.14	0.9	-0.51
Cc1ccc(OCCNS(=O)(=O)c2ccc(N3CCCC3=O)cc2)cc1	-1	-16	i	1	-6	718	.	.	1.1%	-2.2%	-0.6	1184	2.7	2.2	4.6	-0.54	-0.26	-0.33	0.14
COc1ccc(C(=O)Nc2nc(-c3ccc(S(=O)(=O)N4CCOCC4)cc3)cs2)cc1	-3	-6	i	29	3	757	.	.	-8.7%	-4.2%	-4.5	1250	2.8	1.6	5.6	-0.46	-0.29	-0.042	0.25

Of the compounds above, these contain a thiophene ring, fused or not:
SMILES	WT yeast gro inh	WT yeast gro inh mutant strain	Autophagy mod	Autophagy mod cell loss 18 h	Hep lipid drop	Hep lipid drop cells 6.5 µM	Ins promoter up	Ins promoter up cell count	XIAP antagonists	CSM14.1 death rescue	bCat nuc transl	bCat nuc transl cell count 5 µM	MT stabilizer	MT stabilizer Hoechst-high %	MT stabilizer cytotoxicity %	Dynein transport	Dynein transport cytoplasmic EGFP	Dynein transport nuclear GR-EGFP	Dynein transport cell count
Cc1nc2ccc(NC(=O)c3sccc3C)cc2s1	.	.	i	-1	.	.	-0.08	1338	-5.0%	-2.8%	2.9	1452	3.6	1.9	4.7	-0.87	-0.16	-0.25	0.0061
COc1cccc(-c2nn(C)c3sc(C(=O)NCc4ccc5c(c4)OCO5)cc23)c1	13	-10	i	11	.	.	-0.23	1079	6.1%	2.0%	.	.	7.2	2.5	7.8	-0.93	-0.21	-0.51	0.68
